CSM14.1 death rescue – rescue of cells from ER stress-induced death, primary screen, 384-well, CSM14.1, thapsigargin, ATP luminescence (AID 1222) | CSM14.1 thapsigargin-induced death rescue, ATP luminescence; higher % means a stronger effect | cellular ATP content (survival), % at 20 µM; hits with a dose series show EC50 in µM | 190,000 tested, under 10 active;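 active = EC50 below 50 µM in the dose-response confirmation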;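 also: death triggered by thapsigargin at about 15 µM added after 2 h compound pretreatment; cell ATP read after overnight thapsigargin exposure of roughly 18 to 22 hours; normalized against plate controls of thapsigargin alone and 5% DMSO vehicle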
WT yeast gro inh – growth inhibition of WT strain, primary screen, mitochondrial fusion inhibitor project, WT and mutant strains, chemical genetic | inhibition, % at 10 µM | mitochondrial fusion phenotypic screen | hit rate 2.1% among 190,000; in the data active = inhibition above about 58%; tested in S. cerevisiae
bCat nuc transl – modulators of beta-catenin nuclear translocation, primary screen, imaging, HeLa cells, immunofluorescence, high-content. hit rate 0.3% among 190,000. AID 1665, 2009. nuclear translocation activity, % at 5 µM;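 active = nuclear translocation activity above 50% at 5 µM, with a well cell count of 50 or more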;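 also: per-cell ratio of nuclear to cytoplasmic median beta-catenin stain intensity; plate controls were DMSO negative control for no effect and GSK-3 inhibitor IX positive control for full effect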
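Test system: human HeLa cells, native beta-catenin. Compound dosing: 5 µM primary single dose, 0.1% DMSO, 0.02–20 µM confirmation series. Incubation: compound exposure 24 h at 37°C. Detection: beta-catenin immunostaining with DAPI counterstain, 20x imaging, 6 fields/well. Read-out basis: Nuclear/cytoplasmic beta-catenin signal ratio, % activation.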
MT stabilize HCS – microtubule stabilizers in HeLa cells, primary screen, imaging, high-content imaging. % tubulin-high responders, % at 10 µM. hit rate 0.83% among 200,000. AID 2205, 2009. HeLa tubulin immunostaining HCS, 24 h; share of cells brighter than vehicle mean+2SD;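 active = plate Z-score above 3 for both tubulin-high and condensed-nucleus cell shares, with cell loss under 80%, at 10 µM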;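 also: anti alpha tubulin signal scored within the nucleus-defined area of each cell; some results filed as inactive read as strong as hits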
Ins promoter up – insulin promoter activators in MIN6 cells, imaging, high-content screening, mouse beta cells; MIN6 insulin promoter-GFP reporter; hits give high values; z-score at 5 µM; hit rate 0.3% among 190,000;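 active = z-score above 3 at 5 µM with at least 500 cells counted in the well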
Autophagy mod – autophagy modulators in MEF cells, primary screen, imaging, high-content, MEF GFP-LC3 | MEF GFP-LC3 puncta imaging; test concentration mostly 10 µM | calls only at 10 µM (by protocol) | hit rate 0.98% among 190,000;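 active = percentage of spot-positive cells more than 3 SD above its plate mean, without a fluorescence outlier flag or 80% toxicity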;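 also: spot-positive cell cutoff set from DMSO-treated cells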
Lipid droplet – inhibitors of hepatocyte lipid droplet formation, primary screen, imaging, high-throughput imaging, BODIPY stain; AML12 mouse hepatocytes, oleate lipid droplets; inhibition, % at 6.5 µM; hit rate 0.4% among 240,000; AID 1656, 2009;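 active = lipid droplet intensity inhibited by at least 50%, with more than 500 cells counted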
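Technique: fluorescence imaging, 20x objective, two fields per well / Assay system: AML12 hepatocytes (mouse) / Measure: % inhibition of lipid droplet signal / Doses: 6.5 µM single-point dosing / Incubation: overnight exposure / Reagent: 100 µM oleic acid challenge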
XIAP displacement – XIAP antagonists, biochemical, IAP family, fluorescence polarization (AID 1018) | E3 ubiquitin-protein ligase XIAP (Homo sapiens) | XIAP BIR domain, fluorescence polarization peptide displacement; higher % means a stronger effect | one-dose displacement, % at 20 µM; IC50 in µM for titrated hits | hit rate 0.007% among 200,000; in the data active = displacement above about 50%; also: a part of the inactive calls stands beside numbers as strong as those of hits
Dynein cargo inh – inhibitors of GR-EGFP nuclear translocation, primary screen, dynein cargo transport inhibitor project, imaging, high-content, 3617.4 mouse cells | test concentration mostly 20 µM; stimulated with dexamethasone, 1 µM; hits give low values | z-score, hits read low | hit rate 0.47% among 220,000 | AID 1381, 2008;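 active = plate z-score of nuclear minus cytoplasmic receptor signal below a set negative limit, without overly bright fluorescence or cell loss, cut at about -3.5 in these data, passing the limit was not always enough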;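 also: z-score of nuclear minus cytoplasmic ring GR-EGFP intensity difference per well; some compounds called inactive have numbers as strong as hits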
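Medium: Induction medium lacking tetracycline, stripped serum | Probe or stimulus: 1.0 µM final dexamethasone stimulus | Schedule: 48 h induction, then 1 h compound, then 30 min agonist, 37 °C | Signal: Automated 10x imaging of fixed Hoechst-stained cells | Evaluation: Per-cell GR-EGFP intensity, nucleus versus surrounding cytoplasmic ring, well-averaged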
WT yeast gro inh mutant strain – recorded beside WT yeast gro inh, whose call it bears; inhibition, %; mitochondrial fusion phenotypic screen, mutant strain inhibition
Dynein cargo inh cytoplasmic EGFP – also measured in Dynein cargo inh; calls as there; z-score; measured here: cytoplasmic GR-EGFP intensity; hits give high values
Dynein cargo inh nuclear GR-EGFP – second read-out of Dynein cargo inh, no call of its own (marks repeat the call); z-score; measured here: nuclear GR-EGFP intensity;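 lower value marks the stronger effect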
Dynein cargo inh cell count – also measured in Dynein cargo inh; calls as there; z-score; measured here: cell count per field
Ins promoter up cell count – second read-out of Ins promoter up, no call of its own (marks repeat the call); cell count; measured here: cytotoxicity, nuclei count;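 total cells summed across four imaged fields per well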
Lipid droplet cells 6.5 µM – recorded beside Lipid droplet, whose call it bears; cell count; measured here: cell count, cytotoxicity flag;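 cells counted across two imaged fields per well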
bCat nuc transl cell count 5 µM – second read-out of bCat nuc transl, no call of its own (marks repeat the call); cell count; measured here: cell count, cytotoxicity flag
MT stabilize HCS Hoechst-high % – also measured in MT stabilize HCS; calls as there; % Hoechst-high responders; measured here: nuclear condensation Hoechst responders;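 share of cells brighter than vehicle mean plus two SD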
MT stabilize HCS cytotoxicity % – further read-out of MT stabilize HCS, marked with its call; toxicity, %; measured here: cytotoxicity by cell density;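 0% = mean cell density of plate MIN control wells and 100% = no cells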
Autophagy mod cell loss 18 h – recorded beside Autophagy mod, whose call it bears; toxicity, %; measured here: cell loss, nuclei count;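 cell loss after 18 h compound exposure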
Numbers without * were called inactive; i = inactive; x = not tested or not shown; + = active, no number. This is a random part of the collection; overall some 4% were active at least once.

SMILES	CSM14.1 death rescue	WT yeast gro inh	WT yeast gro inh mutant strain	bCat nuc transl	bCat nuc transl cell count 5 µM	MT stabilize HCS	MT stabilize HCS Hoechst-high %	MT stabilize HCS cytotoxicity %	Ins promoter up	Ins promoter up cell count	Autophagy mod	Autophagy mod cell loss 18 h	Lipid droplet	Lipid droplet cells 6.5 µM	XIAP displacement	Dynein cargo inh	Dynein cargo inh cytoplasmic EGFP	Dynein cargo inh nuclear GR-EGFP	Dynein cargo inh cell count
CC(C)CC(NS(=O)(=O)c1ccc2c(c1)oc(=O)n2C)C(=O)N1CC=C(c2ccccc2)CC1 (stereo not drawn)	-0.2%	21.9	8.1	-0.3	1166	7.9	1.5	4.3	1.06	958	i	10.9	x	x	-0.9%	0.606	-0.157	0.356	-0.41
COc1cccc(CN(CC2CCCO2)C(=O)c2cc3ccccc3oc2=O)c1 (stereo not drawn)	0.1%	15.5	4.7	-0.3	1104	0.5	0.5	4.5	0.19	1491	i	-9.0	-22.6	696	-2.1%	0.758	-0.283	0.668	-0.369
Cc1[nH]n(-c2ccccc2)c(=O)c1C=Nc1cccc(F)c1	x	x	x	-1.9	1314	x	x	x	1.16	1103	x	x	-10.3	705	x	-0.118	-0.118	-0.132	0.183
O=C(CCc1ccccc1)Nc1ncc([N+](=O)[O-])s1	-1.3%	5.4	4.2	1.3	1120	3.1	2.2	1.9	0.23	1226	i	-25.9	-1.5	780	-6.3%	0.475	-0.187	0.363	-0.00486
CCOC(=O)N1CCN(c2c(NCCN3CCCCC3CC)c(=O)c2=O)CC1 (stereo not drawn)	0.4%	13.5	4.5	x	x	4.4	2.0	12.5	-0.7	906	i	1.0	x	x	-3.5%	1.32	0.0749	0.966	-1.06
C=C(C)Cn1c(NCCOC)nc2c1c(=O)[nH]c(=O)n2C	-2.0%	-15.7	0.3	-1.8	1144	1.9	2.0	2.7	0.21	1241	i	1.0	5.3	739	-6.0%	-0.757	-0.272	-0.424	0.256
C/C(=N\Nc1ccc(C(=O)O)cc1)c1ccc(S(=O)(=O)NCc2ccco2)cc1	x	x	x	-3.1	1213	x	x	x	-0.19	1394	x	x	-5.9	775	x	-0.211	-0.0479	-0.112	0.56
O=C(Cc1cccs1)N(Cc1ccco1)C1(C(=O)NC2CCCC2)CCCCC1	0.5%	4.9	-7.9	-1.2	1029	4.5	3.0	6.3	-1.42	1397	i	15.3	-31.3	724	0.4%	0.42	-0.207	0.628	0.558
Cc1cccc(Nc2nc(-c3c(C)nc4ccccn34)cs2)c1	-1.9%	12.7	34.4	38.2	690	21.3*	40.5*	37.1*	-1.11	756	i	12.2	x	x	1.9%	1.37	-0.181	1.47	-0.261
COC(=O)C1CCN(c2cc(=O)n(Cc3ccc(F)cc3)c(=O)[nH]2)CC1	0.1%	4.3	-2.1	0.1	1170	3.1	2.6	4.6	0.16	1190	i	-7.8	-9.5	718	-1.7%	0.413	-0.221	0.622	0.658
COc1cc(C2C(C#N)=C(N)N(c3ccc(F)cc3)C3=C2S(=O)(=O)CC3)ccc1O (stereo not drawn)	-3.4%	7.9	-3.7	0.2	1122	5.0	1.5	9.2	0.29	1253	i	-1.1	7.8	696	-4.5%	0.00331	-0.191	-0.0666	0.357
O=C(Cn1cc(C(F)(F)F)ccc1=O)N/N=C/c1ccc(O)cc1	x	x	x	0.2	1311	x	x	x	0.14	1144	x	x	-7.5	723	x	-0.954	-0.204	-0.618	-0.00566
CC(=O)Oc1cccc(N2C(=O)c3ccc(C(=O)O)cc3C2=O)c1	-0.7%	-0.7	-5.8	x	x	4.2	2.4	7.1	0.02	1305	i	8.9	x	x	-7.4%	0.289	-0.355	0.542	-0.686
Cc1ccc(-c2cc(C(F)(F)F)n3nc(C(=O)Nc4ccon4)cc3n2)cc1C	x	x	x	1.3	1266	x	x	x	-2.79	1278	x	x	35.4	625	x	-0.315	-0.77	0.0151	-0.0492
O=C(CCc1ccccc1)Nc1nc2c(F)cc(F)cc2s1	x	x	x	-0.6	1325	x	x	x	1.21	1074	x	x	0.7	762	x	2.07	-0.0155	1.98	-2.39
CC/S(=N\S(=O)(=O)c1ccc(C)cc1)c1ccccc1 (stereo not drawn)	x	x	x	-4.9	1151	x	x	x	0.41	1391	x	x	3.9	721	x	-0.0555	-0.141	0.00377	0.12
CN(C)S(=O)(=O)c1cccc(NC(=S)N/N=C/c2cc(Br)ccc2O)c1	x	x	x	-1.8	1266	x	x	x	1.58	1117	x	x	-3.8	685	x	-0.24	-0.161	-0.0977	-0.365
O=C(NNC(=O)c1cccc([N+](=O)[O-])c1)c1ccncc1	-1.3%	14.4	9.6	-0.5	1013	1.6	0.7	3.2	0	1621	i	-3.5	-7.1	690	-8.4%	2.54	-0.00379	2.06	-1.75
CSC1=Nc2sc3c(c2C2=NCCN12)CCCC3	-1.9%	x	x	0.7	1122	x	x	x	0.5	1512	x	x	x	x	-10.4%	x	x	x	x
N#Cc1cc2c(nc1SCc1nc3ccccc3[nH]1)CCC2	-5.7%	1.0	-27.3	1.3	787	6.6	3.9	7.5	-2.16	1069	i	6.2	x	x	-1.0%	0.121	-0.0542	0.382	-0.119
COc1ccc(C(=O)N2CCCCC2)cc1S(=O)(=O)Nc1cccc(C(=O)O)c1	3.9%	-14.4	4.2	0.2	1240	3.2	1.4	3.4	0.28	1243	i	5.2	6.9	749	-4.5%	-0.0814	-0.201	-0.426	-0.729
CCOC(=O)C1CCCN(C(=O)CCCOc2cc(=O)n(C)c3ccccc23)C1 (stereo not drawn)	0.7%	7.8	1.7	3.5	1337	7.4	3.6	9.3	0.79	1380	i	-23.6	x	x	-3.2%	-0.737	-0.297	-0.198	0.467
CC(CCc1ccccc1)NC(=O)C1CCN(C(=O)c2sccc2-n2cccc2)CC1 (stereo not drawn)	1.4%	14.0	6.1	x	x	5.7	3.0	9.9	0.69	954	i	3.7	x	x	-4.3%	-1.06	-0.181	-0.35	0.338
Cc1ccc(-n2c(C)cc(C(=O)CN3CCOCC3)c2C)cc1	-0.7%	-7.7	-29.0	1.5	981	1.6	3.4	7.1	-0.23	1264	i	-1.0	8.9	741	1.3%	-1.18	-0.325	-0.589	0.7
Cn1c(CCN2CCOCC2)nc2cc(NC(=O)COc3ccc(Cl)cc3)ccc21	0.4%	-1.2	1.5	-3.9	1015	4.7	3.1	5.8	-0.53	1155	i	8.5	x	x	-0.1%	-0.744	-0.134	-0.139	0.279
c1ccc(Cn2c(CN3CCCC3)nc3ccccc32)cc1	-1.6%	-7.0	25.9	-2.8	1431	2.8	2.2	5.8	-0.08	1721	i	9.5	x	x	-1.6%	0.0766	-0.142	0.908	-0.324
O=C(CN1CCCC1)Nc1ccc(-c2nc3cc(NC(=O)CN4CCCC4)ccc3o2)cc1	-1.5%	24.4	-14.3	x	x	2.4	3.1	2.2	-0.29	1137	+	6.9*	0.1	782	-10.2%	0.729	1.07	0.502	-2.32
CC(C)c1ccc(N2CC(C)(C)C2=O)cc1	0.4%	-8.1	13.6	-0.2	993	2.7	1.8	6.5	-0.2	1124	i	3.3	-10.6	677	-10.4%	-0.77	-0.296	-0.252	0.252
O=C(Nc1cccc(S(=O)(=O)N2CCOCC2)c1)[C@@H]1CCCN1S(=O)(=O)c1ccc(Cl)cc1	-3.2%	-0.1	10.7	1.3	914	2.9	1.6	9.3	0.22	1127	i	9.1	-0.4	634	-0.9%	-0.0723	-0.249	0.101	0.0799
CC(C)=NNc1nc(-c2ccccc2)c(C)s1	-2.3%	23.0	20.2	-0.6	1095	2.2	1.5	7.6	-1.2	1205	i	15.4	-2.9	705	-4.6%	0.2	-0.293	0.249	0.384
COc1ccc(OC)c(N2C(=O)CC(C(C)c3ccccc3)C2=O)c1 (stereo not drawn)	-0.5%	-40.1	-38.1	-2.8	965	2.0	3.6	13.2	0.24	1255	i	30.0	x	x	-6.8%	-0.34	-0.214	0.246	0.289
Cc1cc(C)cc(NCC(=O)Nc2c(C)cccc2C)c1	-2.2%	12.4	5.7	0.1	1031	3.8	2.8	9.8	0.12	1687	i	-7.7	-2.7	685	-4.7%	-0.581	-0.218	-0.415	0.567
CC(/C=C/c1ccccc1)=N\NC(=S)NC(C)C	0.4%	70.7*	68.2*	-1.1	982	1.3	1.0	2.7	-0.16	1490	i	-2.2	-0.8	700	-5.4%	1.18	-0.154	1.02	-0.93
